# Screens deposited in PubChem BioAssay by NCI.
# NCI-60 one-dose screen, 48 h, at 10 µM unless noted. Numbers give growth in % (100 = growth as untreated, 0 = no growth, -100 = all killed).
# SK-MEL-28 = SK-MEL-28 melanoma; 4.1% of 81,000 active; AID 1794761
# EKVX = EKVX NSCLC; 3% of 71,000 active; AID 1794765
# M14 = M14 melanoma | 6.2% of 80,000 active
# A549/ATCC = A549/ATCC NSCLC; 3.7% of 81,000 active; AID 1794740
# SK-MEL-5 = SK-MEL-5 melanoma | 6.4% of 80,000 active | AID 1794755
# HOP-92 = HOP-92 NSCLC cells; 6.3% of 71,000 active; AID 1794738
# HOP-62 = HOP-62 NSCLC | 3.9% of 80,000 active
# CCRF-CEM = CCRF-CEM leukemia. 7% of 77,000 active. AID 1794778
# * = called active by the depositor; . = not tested or not shown; & = joins results of further samples. How the source made its calls: active means growth percent below 10; inactive means the rest. The order is random; 12% or so of the library scored in one or more.
item	compound	SK-MEL-28	EKVX	M14	A549/ATCC	SK-MEL-5	HOP-92	HOP-62	CCRF-CEM
1	NNC(=O)c1ccc(C(=O)NN)cc1	113.5	101.0	113.6	100.2	108.1	103.8	115.0	94.4
2	CN=C1SC(=Nc2ccc(N(C)C)cc2)N1C	101.5	92.2	102.8	92.5	96.0	89.6	103.9	105.1
3	CC1CN(S(=O)(=O)c2cc(Cl)c(Oc3ccc([N+](=O)[O-])cc3Cl)c(Cl)c2)CC(C)O1 (stereo unspecified)	93.3	.	84.0	86.0	85.5	.	104.8	95.9
4	COC(=O)c1n[nH]c2ccc3nc(-c4cn[nH]c4C(F)(F)F)c4c(c3c12)CCCC4	25.5	64.0	11.0	39.0	40.4	30.9	46.9	42.8
5	CC(C)(C)c1ccc(C(=O)N/N=C/c2ccc(O)cc2O)cc1	27.8	21.5	-10.3*	11.8	-46.1*	33.6	17.9	9.8*
6	NS(=O)(=O)c1ccc(N/C=C/C(=O)c2ccccc2)cc1	99.4	104.7	109.6	101.7	100.5	109.7	108.2	100.4
7	O=S(OCCN1CCOCC1)C(c1ccccc1)c1ccccc1 (stereo unspecified)	117.9	126.9	101.7	107.7	112.0	121.7	109.0	94.4
8	COc1ccc(C2CC(c3cccc(Nc4ccncc4)c3)=NN2c2cc(Cl)cc(Cl)c2)cc1 (stereo unspecified)	-49.3*	81.9	97.0	26.5	67.5	54.9	25.1	7.4*
9	CCOC(=O)c1cc2c([nH]c1=O)-c1cnn(-c3ccc(Cl)cc3)c1CC2	104.6	.	111.4	92.8	100.3	91.8	103.2	100.0
10	Cc1cc(O)c(C=NC(=S)c2ccccc2)c(=O)o1	99.3	96.2	97.1	115.4	113.9	105.0	93.6	118.1
11	Cn1c(O)c(/C=C2\C=Nc3ccccc32)n(C)c1=N	107.2	80.7	84.8	97.1	100.6	101.4	77.1	91.6
12	Fc1ccccc1NCn1nc(-c2cnccn2)oc1=S	103.8	103.3	104.3	81.4	100.5	84.5	94.6	87.2
13	COc1ccc(C2=NN(c3ccc(S(N)(=O)=O)cc3)C(=O)CC2)cc1OC	124.6	88.0	111.9	99.4	102.6	.	99.2	102.0
14	C/C(=C\CCc1ccoc1)CC/C=C(\C)CCCNc1ccc(F)cc1	96.6	.	103.1	80.4	99.9	96.3	93.6	58.7
15	COC(=O)C1CCC(C)C(=O)C1 (stereo unspecified)	100.6	.	106.0	88.2	100.0	67.0	101.8	94.8
16	COc1ccc(/C=C/C(=O)c2ccc(Nc3nc(NCCO)nc(N4CCOCC4)n3)cc2)cc1	96.7	94.7	110.0	86.2	86.8	98.8	91.1	93.7
17	COc1cc(C(N)=O)c(OC)c2c1OCO2	110.5	110.3	100.4	110.7	106.6	99.3	100.4	101.1
18	O=C(CCSc1nc2sc3c(c2c(=O)n1Cc1ccccc1)CCCC3)Nc1ccc(Cl)cc1	95.1	78.1	91.9	76.8	78.7	83.4	80.4	58.2
19	Cc1nc2ccccc2[nH]1	121.1	82.0	110.6	103.4	119.5	.	74.0	106.0
20	COC(=O)c1c2c(c(C)[n+]([O-])c1C)C(=O)C=C(NCc1ccc(F)cc1)C2=O	6.4*	-57.0*	-69.3*	-22.7*	-96.8*	-41.1*	-6.1*	4.8*
21	CC(=O)O[C@H]1CC[C@@]2(C)[C@H](CC[C@@H]3[C@@H]2CC[C@]2(C)[C@@H]4[C@H](C[C@@H]32)O[C@]2(CC[C@@H](C)CO2)[C@H]4C)C1	100.2	99.7	102.3	95.1	102.0	114.6	103.1	98.8
22	O=C1/C(=C/c2ccccc2O)SC(=S)N1CCCN1CCOCC1	108.8	93.9	81.2	90.6	107.5	96.3	110.5	78.8
23	COc1ccc(C2CC(=O)c3c(O)c(OC)c(OC)c(OC)c3O2)cc1O (stereo unspecified)	52.9	50.4	7.7*	28.7	18.9	79.5	61.9	24.2
24	Nc1ccc(NC(=S)Nc2ccccc2)cc1	128.2	105.4	103.8	99.3	106.4	93.3	104.3	87.7
25	COc1ccc(CCNC(=O)C2CCN(c3nc(C(F)(F)F)ccc3C#N)CC2)cc1	106.2	.	98.8	69.3	.	67.1	89.3	.

# Just CCRF-CEM (3 entries from above):
item | canonical_smiles | CCRF-CEM
10 | Cc1cc(O)c(C=NC(=S)c2ccccc2)c(=O)o1 | 118.1
6 | NS(=O)(=O)c1ccc(N/C=C/C(=O)c2ccccc2)cc1 | 100.4
2 | CN=C1SC(=Nc2ccc(N(C)C)cc2)N1C | 105.1

# In another format: 7 of the compounds above.
6: NS(=O)(=O)c1ccc(N/C=C/C(=O)c2ccccc2)cc1
7: O=S(OCCN1CCOCC1)C(c1ccccc1)c1ccccc1 (stereo unspecified)
8: COc1ccc(C2CC(c3cccc(Nc4ccncc4)c3)=NN2c2cc(Cl)cc(Cl)c2)cc1 (stereo unspecified)
9: CCOC(=O)c1cc2c([nH]c1=O)-c1cnn(-c3ccc(Cl)cc3)c1CC2
10: Cc1cc(O)c(C=NC(=S)c2ccccc2)c(=O)o1
11: Cn1c(O)c(/C=C2\C=Nc3ccccc32)n(C)c1=N
12: Fc1ccccc1NCn1nc(-c2cnccn2)oc1=S

entry no.,6,7,8,9,10,11,12
SK-MEL-28,99.4,117.9,-49.3*,104.6,99.3,107.2,103.8
EKVX,104.7,126.9,81.9,.,96.2,80.7,103.3
M14,109.6,101.7,97.0,111.4,97.1,84.8,104.3
A549/ATCC,101.7,107.7,26.5,92.8,115.4,97.1,81.4
SK-MEL-5,100.5,112.0,67.5,100.3,113.9,100.6,100.5
HOP-92,109.7,121.7,54.9,91.8,105.0,101.4,84.5
HOP-62,108.2,109.0,25.1,103.2,93.6,77.1,94.6
CCRF-CEM,100.4,94.4,7.4*,100.0,118.1,91.6,87.2

# More structures follow:
item	compound	SK-MEL-28	EKVX	M14	A549/ATCC	SK-MEL-5	HOP-92	HOP-62	CCRF-CEM
26	O=C1CSC(c2ccc(Br)cc2)N1n1cnnc1 (stereo unspecified)	107.4	93.5	101.2	98.6	107.1	86.0	98.5	98.4
27	C[C@@H]1C=C2C(=O)O[C@@H]3CC[C@H](C1)[C@]23O	88.1	.	80.2	67.1	92.8	.	71.7	18.6
28	O=c1[nH]c2ccccc2cc1CSc1cccc(Nc2nccc(-c3ccc4ccccc4c3)n2)c1	105.5	95.4	86.7	83.6	63.8	116.8	95.3	46.8
29	NC(=O)c1cccc(-c2ccccc2N2CCCCC2)c1	98.6	97.2	94.6	99.1	100.0	103.0	99.5	89.7
30	COc1cccc(C=C2C(=O)NC(=O)NC2=O)c1O	104.8	.	100.8	97.7	101.6	92.6	110.7	89.4
31	N#Cc1c(-c2ccccc2)c(-c2ccccc2)n[nH]c1=O	90.1	88.6	56.2	75.9	83.3	69.1	50.7	83.9
32	CCC1(C)NCCO1 (stereo unspecified)	113.2	103.1	103.0	99.0	95.9	86.2	99.1	57.3
33	CCCC(=O)c1ccc(Br)s1	110.3	132.7	103.6	.	111.4	.	101.3	89.7
34	NS(=O)(=O)c1ccc(NC(=O)N2CCN(c3ccc(C(F)(F)F)cn3)CC2)cc1	96.8	.	105.4	110.4	91.6	.	101.8	.
35	CCCSc1nc(Oc2ccc(/C=C3/SC(=O)NC3=O)cc2)c(C#N)c(-c2ccc(OC)cc2)n1	102.8	89.6	107.1	95.4	85.9	69.9	108.5	86.1
36	Nc1cccc(N=[N+]([O-])c2cccc(N)c2)c1	114.7	104.8	118.3	97.9	104.2	106.2	110.0	.
37	CC1(C)OC(=O)C(=Cc2ccc(C#N)cc2)C(=O)O1	101.1&113.5	102.2	104.5&106.1	77.4	95.6	87.9	113.7&90.6	97.1&101.9
38	O=C(CCN1C(=O)/C(=C/c2ccc(Cl)cc2)SC1=S)Nc1ncc(Cc2ccccc2)s1	103.4	96.3	114.0	100.8	97.8	106.0	105.9	119.8
39	OC(C[n+]1cccc(Br)c1)c1ccccc1 (stereo unspecified)	108.5	88.5	95.1	94.1	100.7	90.2	88.8	94.9
40	O=S(=O)(NCCNc1cc(-c2cn(-c3ccccc3)nc2-c2ccccc2)ccn1)c1cccc2ccccc12	62.9	36.5	42.9	42.3	26.5	2.2*	68.2	83.5
41	O=C1NN(C(=O)c2ccccc2)C(c2ccc(Cl)c(Cl)c2)=C/C1=C\c1ccc([N+](=O)[O-])cc1	111.1	88.3	41.8	96.2	86.8	3.0*	101.1	88.5
42	O=C1CC(N2C(=O)/C(=C/C(Cl)=C\c3ccc([N+](=O)[O-])cc3)SC2=S)C(=O)N1c1ccc(O)cc1 (stereo unspecified)	-34.0*	-2.9*	-7.4*	15.6	-39.1*	-6.7*	5.9*	.
43	O=C(O)c1ccccc1-c1ccccc1C(=O)Nc1ccc2c(c1)C(=O)c1ccccc1-2	114.8	109.2	104.2	103.0	107.3	82.7	92.8	95.7
44	CC(C)(C)CC(C)(C)n1nnnc1C(NC12CC3CC(CC(C3)C1)C2)c1ccc(C(C)(C)C)cc1 (stereo unspecified)	99.1	94.5	103.9	93.0	102.3	114.0	113.3	100.4
45	CNC(=O)c1cc(-n2ccc3cc(NS(=O)(=O)c4cc(C(F)(F)F)cc(C(F)(F)F)c4)ccc32)ccn1	109.9	99.8	109.8	90.5	100.8	99.3	114.3	102.2
46	C[C@H]1C=C(C[C@H](O)CCCCCCCCCC[C@@H](O)[C@H]2CCC(=O)O2)C(=O)O1	124.7	88.6	157.9	104.4	69.6	77.9	106.2	115.2
47	C[N+](C)(C)CCOC(=O)C1CCC[N+](C)(Cc2ccccc2Cl)C1 (stereo unspecified)	104.6	97.6	91.0	98.9	97.1	83.3	116.3	106.9
48	Cc1c(O)c(=O)ccn1-c1ccc(N(C)C)cc1	94.6	58.0	75.0	81.4	85.0	101.7	70.5	101.5
49	COc1ccc(C(=O)/C=C/c2cc(C(=O)c3cc(OC)c(OC)c(OC)c3)ccc2OC)cc1	35.1	.	64.7	85.3	54.4	70.5	100.4	5.6*
50	Fc1ccccc1Cn1cc(CSc2nc3ccccc3s2)nn1	105.4	90.0	100.2	102.1	103.4	95.8	86.6	105.1
51	O=C(O)c1cn(C2CC2)c2cc(N3CCN(C(=O)CCCN4C(=O)S/C(=C/c5ccccc5)C4=O)CC3)c(F)cc2c1=O	91.0	103.6	91.8	85.8	75.4	105.8	104.0	90.2
52	CC1=C(/C=C/C(C)=C/C=C/C(C)=C/C=C2/C(=O)/C(=C/C=C(C)/C=C/C=C(C)/C=C/C3=C(C)CCCC3(C)C)[C@@H]3CC[C@@H]2N3C)C(C)(C)CCC1	99.9	96.8	.	97.0	81.4	94.7	91.0	41.0
53	Nc1c(S(=O)(=O)O)cc(S(=O)(=O)O)c2cccc(O)c12	111.9	111.0	111.8	102.9	104.3	71.4	98.5	92.0
54	COc1cc(-n2nc(C(=O)Nc3ccc(C(=O)NO)cc3)nc2-c2ccccc2)cc(OC)c1OC	110.3	99.1	100.6	88.4	103.6	89.7	82.6	96.6
55	O=C1C(O)=CC(=C(c2ccccc2)c2ccccc2)c2ccccc21	113.4	106.6	107.4	85.7	79.5	74.8	93.9	78.3
56	c1ccc2[nH]c(-c3ccc(Nc4nc(N5CCOCC5)nc5[nH]ncc45)cc3)nc2c1	.	92.2	89.0	82.4	.	80.2	84.4	50.1
57	Cc1ccc(-c2cc3nc(-c4ccc(C)cc4)nc(C(Cl)Cl)n3n2)cc1	103.3	90.3	98.4	85.5	98.0	87.0	90.1	106.6
58	O=C1c2ccccc2C(=O)C1(Br)Br	102.6	.	100.5	99.3	97.0	.	90.8	89.9
59	CC(=O)O[C@H]1CC[C@@]2(C)[C@@H](CC[C@@H]3[C@@H]2C(=O)C[C@]2(C)C(C(C)=O)=CC[C@@H]32)C1	106.2	.	109.9	100.6	106.7	98.2	101.9	.
60	O=C(CSc1nc2ccccc2[nH]1)Nc1ccc(-c2nc3ccccc3s2)cc1	98.8	64.7	83.9	69.3	35.1	34.9	92.3	63.8
61	COc1ccc(C(=O)C(O)c2ccccc2)cc1 (stereo unspecified)	103.1	99.1	96.7	104.9	98.6	95.9	97.7	111.3
62	O=C(c1cccc(F)c1)n1ccc2cc(NC(=S)NCCCl)ccc21	100.3	84.0	.	97.9	93.1	90.1	103.1	97.4
63	O=C1C=CC(=O)N1C(=O)NCNC(=O)N1C(=O)C=CC1=O	117.0	109.2	96.9	105.7	101.2	.	95.9	99.5
64	O=C(NCCc1ccccc1)c1ccccc1	129.5	104.8	100.8	95.2	.	111.7	106.6	110.4
65	COC(=O)c1ccc(Nc2cc(C(C)(C)C)[nH]n2)c(N)c1	112.0	116.7	101.3	97.2	109.9	.	117.8	104.5
66	Cc1nc2ccccc2c(=O)n1-c1cccc(OCc2cn(-c3ccc(F)c(Cl)c3)nn2)c1	112.7	107.2	117.5	88.9	96.2	90.7	107.7	76.7
67	CCOC(=O)/C(=C\c1ccccc1)C(=O)c1ccccc1	102.8	118.0	101.0	90.3	88.0	80.8	90.8	20.0
68	Clc1ccccc1Nc1ccc2nnc(-c3ccncc3)n2n1	122.3	.	112.1	89.9	97.9	.	112.5	79.1
69	NC(=O)c1c(NC(=S)Nc2ccc(OC(F)(F)F)cc2)sc2c1CCC1(C2)OCCO1	103.7	93.1	97.2	97.3	98.2	96.3	99.9	93.8
70	Cc1ccc2nc(NC(=O)CSC(=S)N3CCN(Cc4ccccc4)CC3)sc2c1	-60.0*	72.5	-56.7*	1.7*	-96.4*	-55.4*	-59.1*	.
71	CCCCCCC(C)Br (stereo unspecified)	110.5	107.8	101.7	109.0	81.0	.	114.9	104.6
72	CS(=O)(=O)Nc1ccc(C(=O)NC(C(=O)NO)c2ccc(-c3cc(F)cc(F)c3)cc2)cc1 (stereo unspecified)	100.8	102.9	100.5	102.6	97.2	124.0	101.8	85.9
